Screens deposited in PubChem BioAssay by NCI.
Growth percent in the NCI-60 one-dose screen (48 h, 10 µM unless noted): 100 = growth as untreated, 0 = no growth, -100 = all killed.
SF-295: SF-295 CNS cancer cells | hit rate 5.6% among 79,000 | AID 1794758
SF-268: SF-268 CNS cancer cells; hit rate 3.1% among 82,000; AID 1794759
OVCAR-3: OVCAR-3 ovarian cancer. hit rate 7% among 79,000
DU-145: DU-145 prostate cancer. hit rate 4.2% among 81,000
SF-539: SF-539 CNS cancer | hit rate 6.8% among 81,000
U251: U251 CNS tumor cells; hit rate 5.4% among 80,000
SNB-19: SNB-19 CNS cancer cells | hit rate 2.5% among 81,000 | AID 1794751
OVCAR-8: OVCAR-8 ovarian cancer | hit rate 4.4% among 81,000
PC-3: PC-3 prostate cancer cells | hit rate 3.9% among 80,000 | AID 1794754
* marks the source's active call; other numbers are inactive results. How the source made its calls: active means growth percent below 10; inactive means the rest.

What do the screens show for `C[C@H]1[C@H]2C3=CC[C@@H]4[C@@]5(C)C/C(=C/c6cccnc6)C(=O)C(C)(C)[C@@H]5CC[C@@]4(C)[C@]3(C)CC[C@@]2(C(=O)N2CCOCC2)CC[C@@H]1C`?
SF-295: 56; SF-268: 65; OVCAR-3: 48; DU-145: 69; SF-539: 79; U251: 52; SNB-19: 74; OVCAR-8: 45; PC-3: 22

How did CC1Cc2c(Cl)ncnc2N(C)c2ccc(O)cc21 (configuration not stated) do in these assays?
SF-295: 50; SF-268: 29; OVCAR-3: 51; DU-145: 108; SF-539: 35; U251: 36; SNB-19: 44; OVCAR-8: 30; PC-3: 31

How did N#CCSc1nc(-c2cc3ccccc3o2)cc(-c2ccc(Cl)cc2)c1C#N do in these assays?
SF-295: 81; SF-268: 102; OVCAR-3: 96; DU-145: 115; SF-539: 90; U251: 93; SNB-19: 90; OVCAR-8: 110; PC-3: 84

How did O=C(CSc1nc2ccc([N+](=O)[O-])cc2[nH]1)Nc1ccc([N+](=O)[O-])cc1 do in these assays?
SF-295: 21; SF-268: 27; OVCAR-3: 18; DU-145: 32; SF-539: 42; U251: 14; SNB-19: 12; OVCAR-8: 14; PC-3: 13

How did COc1cc2c(cc1OC)C(O)C(O)(CO)C(C(=O)O)C2c1cc(OC)c(OC)c(OC)c1 (configuration not stated) do in these assays?
SF-295: 105; SF-268: 111; OVCAR-3: 117; DU-145: 124; SF-539: 100; U251: 108; SNB-19: 99; OVCAR-8: 105

Results for Cc1ccc(NC(=O)c2ccc(Nc3ncnc4c3cnn4-c3cccc(Br)c3)cc2)cc1 ?
SF-295: 80; SF-268: 70; OVCAR-3: 74; DU-145: 89; SF-539: 88; U251: 69; SNB-19: 86; OVCAR-8: 78; PC-3: 37

Results for O=C(CC(=O)c1ccccc1F)Nc1ccc([N+](=O)[O-])cc1 ?
SF-295: 98; SF-268: 105; OVCAR-3: 109; DU-145: 119; SF-539: 93; U251: 95; SNB-19: 97; OVCAR-8: 97; PC-3: 98

Results for COc1ccc(N=Nc2c(N)nn3c(-c4ccc(F)cc4)ccnc23)cc1 ?
SF-295: 88; SF-268: 83; OVCAR-3: 80; DU-145: 80; SF-539: 68; U251: 70; SNB-19: 97; OVCAR-8: 73; PC-3: 82

What do the screens show for `CC(CC(O)CCCN(C)C)CC(C)(C)C` (configuration not stated)?
SF-295: 104; SF-268: 104; OVCAR-3: 108; DU-145: 105; SF-539: 103; U251: 95; SNB-19: 109; OVCAR-8: 105; PC-3: 98

Results for COc1ccc(/C=C2\N=C(C)N(CCc3ccc(S(=O)(=O)NC(=S)NCc4ccccc4)cc3)C2=O)cc1OC ?
SF-295: 62; SF-268: 83; OVCAR-3: 81; DU-145: 84; SF-539: 88; U251: 68; SNB-19: 80; OVCAR-8: 84; PC-3: 66

Results for COc1c(F)ccc(C(=O)Nc2ccc3nc(NC(=O)C4CCCNC4)sc3c2)c1F (configuration not stated) ?
SF-295: 79; SF-268: 85; OVCAR-3: 98; DU-145: 83; SF-539: 62; U251: 65; SNB-19: 85; OVCAR-8: 77; PC-3: 51

What do the screens show for `Clc1ccc2c(NCCCn3ccnc3)c3oc4ccccc4c3nc2c1`?
SF-295: 26; SF-268: 45; OVCAR-3: 68; DU-145: 25; SF-539: 27; U251: 20; SNB-19: 57; OVCAR-8: 32; PC-3: 48

Results for C=CC[C@H]1CCC2=C(/C(C)=C/C)N(S(=O)(=O)c3ccc(C)cc3)CCC[C@H]2O1 ?
SF-295: 94; SF-268: 88; OVCAR-3: 94; DU-145: 98; SF-539: 100; U251: 97; SNB-19: 91; OVCAR-8: 99; PC-3: 78

What do the screens show for `CC(C)=CCC/C(C)=C/CSc1nnc(-c2c(C)nc3ccc(C)cn23)o1`?
SF-295: 98; SF-268: 106; OVCAR-3: 119; DU-145: 107; SF-539: 100; U251: 89; SNB-19: 101; OVCAR-8: 94; PC-3: 104

How did COc1ccc(C(=O)CSc2nc(-c3cccnc3)cc(-c3ccc(OC)c(OC)c3)c2C#N)cc1 do in these assays?
SF-295: 107; SF-268: 93; OVCAR-3: 100; DU-145: 93; SF-539: 87; U251: 76; SNB-19: 94; OVCAR-8: 92; PC-3: 71

Results for CC(=C(C#N)C#N)c1ccc(F)cc1 ?
SF-295: 98; SF-268: 101; OVCAR-3: 113; DU-145: 110; SF-539: 105; SNB-19: 96; OVCAR-8: 105; PC-3: 97

How did O=C1C=C(NCCCCCCN2C(=O)c3cccc4cccc(c34)C2=O)C(=O)c2ccccc21 do in these assays?
SF-295: 106; SF-268: 101; OVCAR-3: 106; DU-145: 109; SF-539: 83; U251: 79; SNB-19: 99; OVCAR-8: 101; PC-3: 86

Results for CSc1nc(N)nc2nc[nH]c12 ?
SF-295: 116; SF-268: 112; OVCAR-3: 118; DU-145: 125; SF-539: 103; U251: 103; SNB-19: 104; OVCAR-8: 102; PC-3: 91

Results for CCN(CC)c1ccc2cc(NC(=O)OCCNC(=O)CCNC(=O)[C@H](CC(C)C)NC(=O)C(C)(C)NC(=O)C(C)(C)NC(=O)[C@H](CC(C)C)NC(=O)CCNC(=O)C(C)(C)NC(=O)[C@H](CC(C)C)NC(=O)CCNC(=O)[C@@](C)(CC)NC(=O)[C@H](C)NC(=O)CCNC(=O)C(C)(C)NC(=O)[C@H](C)NC(=O)[C@@H]3CCCN3C(=O)[C@@](C)(CC)NC(=O)[C@H](Cc3ccccc3)NC(=O)C3CCCN3C(=O)C(C)(C)NC(=O)C3CCCN3C(=O)C(C)(C)NC(C)=O)c(=O)oc2c1 (some centres not stated) ?
SF-295: -85*; SF-268: -95*; OVCAR-3: -100*; DU-145: -100*; SF-539: -85*; U251: -86*; SNB-19: -77*; OVCAR-8: -75*; PC-3: -91*

Results for Cc1[nH]nc2c1C(c1ccc(C3NCCc4c3[nH]c3ccccc43)cc1)C(C#N)=C(N)O2 (configuration not stated) ?
SF-268: 104; OVCAR-3: 100; DU-145: 116; SF-539: 97; U251: 102; SNB-19: 105; OVCAR-8: 97; PC-3: 94

What do the screens show for `Cc1nc2ccc(Nc3nc(NCCN4CCOCC4)nc(N4CCOCC4)n3)cc2n1Cc1ccccc1`?
SF-295: 111; SF-268: 99; OVCAR-3: 103; DU-145: 104; SF-539: 103; U251: 88; SNB-19: 100; OVCAR-8: 102; PC-3: 110

Results for O=C(COc1ccc(C(=O)c2ccccc2)cc1)Nc1cccc(CO)c1 ?
SF-295: 87; SF-268: 93; OVCAR-3: 95; DU-145: 97; SF-539: 97; U251: 97; SNB-19: 100; OVCAR-8: 94; PC-3: 88

Results for CCOC(=O)c1c2c(n3c1NCC3)-c1ccccc1C2=O ?
SF-295: 96; SF-268: 100; OVCAR-3: 92; DU-145: 100; SF-539: 94; U251: 101; SNB-19: 99; OVCAR-8: 99; PC-3: 91

What do the screens show for `CCOC(=O)CC[C@H](NC(=O)c1ccc(NC(=O)Cn2cnc3c(c(C)nn3-c3ccccc3)c2=O)cc1)C(=O)OCC`?
SF-295: 91; SF-268: 94; OVCAR-3: 108; DU-145: 102; SF-539: 91; U251: 101; SNB-19: 93; OVCAR-8: 104; PC-3: 92

How did CC(=O)Nc1ccc(CCCCc2ccccc2)cc1 do in these assays?
SF-295: 112; SF-268: 74; OVCAR-3: 80; DU-145: 108; SF-539: 91; U251: 83; SNB-19: 83; OVCAR-8: 103; PC-3: 75

Results for C=C(C)[C@@H]1CC[C@]2(C(=O)OC)CC[C@]3(C)[C@H](CC[C@@H]4[C@@]5(C)C/C(=C/c6cc(OC)cc(OC)c6)C(=O)C(C)(C)[C@@H]5CC[C@]43C)[C@@H]12 ?
SF-295: 94; SF-268: 89; OVCAR-3: 103; DU-145: 101; SF-539: 92; U251: 90; SNB-19: 87; OVCAR-8: 93; PC-3: 79

How did ClC1CCC(c2ccccc2)CC1 (configuration not stated) do in these assays?
SF-295: 104; SF-268: 95; OVCAR-3: 97; DU-145: 105; SF-539: 106; U251: 88; SNB-19: 100; OVCAR-8: 99; PC-3: 94

What do the screens show for `O=[N+]([O-])c1cccc(/C=C/c2ccccn2)c1`?
SF-295: 71; SF-268: 77; OVCAR-3: 59; DU-145: 78; SF-539: 69; U251: 38; SNB-19: 75; OVCAR-8: 86

Results for NC(=O)N/N=C1/CCC(OCc2ccccc2)CC1CC(=O)O (configuration not stated) ?
SF-295: 105; SF-268: 123; OVCAR-3: 121; DU-145: 120; SF-539: 116; SNB-19: 103; OVCAR-8: 99; PC-3: 82

Results for N#Cc1ccc(C(=O)C[n+]2cccc3ccccc32)cc1 ?
SF-295: 95; SF-268: 96; OVCAR-3: 102; DU-145: 103; SF-539: 98; U251: 100; SNB-19: 92; OVCAR-8: 102; PC-3: 92

How did C=CC(C)(C)[N+](C)(C)C do in these assays?
SF-295: 97; SF-268: 101; OVCAR-3: 115; DU-145: 107; SF-539: 105; U251: 95; SNB-19: 95; OVCAR-8: 110; PC-3: 101

How did O=C(Nc1cccc(C2=NCCN2)c1)c1ccc(C(=O)Nc2cccc(C3=NCCN3)c2)cc1 do in these assays?
SF-295: 106; SF-268: 105; OVCAR-3: 108; DU-145: 107; SF-539: 107; U251: 100; SNB-19: 123; OVCAR-8: 101; PC-3: 105

Results for Cn1c(=O)c2c(nc(N3CCCC3)n2C)n(C)c1=O ?
SF-295: 102; SF-268: 97; OVCAR-3: 110; DU-145: 105; SF-539: 101; U251: 88; SNB-19: 106; OVCAR-8: 100; PC-3: 91

How did CCc1cc(C(C)(C)C)c(O)c(C(C)(C)C)c1 do in these assays?
SF-268: 97; OVCAR-3: 106; DU-145: 106; SF-539: 110; U251: 102; SNB-19: 106; OVCAR-8: 91; PC-3: 107

How did CC1CCC(Nc2ccncc2CO)CC1 (configuration not stated) do in these assays?
SF-295: 100; SF-268: 92; OVCAR-3: 104; DU-145: 105; SF-539: 94; U251: 102; SNB-19: 106; OVCAR-8: 106; PC-3: 97

Results for O=C1C=CC(=Nc2ccc3c(c2)C(=O)c2ccccc2-3)O1 ?
SF-295: 127; SF-268: 108; OVCAR-3: 110; DU-145: 114; SF-539: 101; U251: 107; SNB-19: 95; OVCAR-8: 101; PC-3: 89

How did CC/C(=C\c1ccc(OC)c(OC)c1)c1nc2ccccc2c(=O)[nH]1 do in these assays?
SF-295: 78; SF-268: 106; OVCAR-3: 110; DU-145: 125; SF-539: 102; U251: 100; SNB-19: 100; OVCAR-8: 115; PC-3: 44

Part of the list above in order of SMILES length, descending:
What do the screens show for `CCOC(=O)CC[C@H](NC(=O)c1ccc(NC(=O)Cn2cnc3c(c(C)nn3-c3ccccc3)c2=O)cc1)C(=O)OCC`?
SF-295: 91; SF-268: 94; OVCAR-3: 108; DU-145: 102; SF-539: 91; U251: 101; SNB-19: 93; OVCAR-8: 104; PC-3: 92

What do the screens show for `Cc1nc2ccc(Nc3nc(NCCN4CCOCC4)nc(N4CCOCC4)n3)cc2n1Cc1ccccc1`?
SF-295: 111; SF-268: 99; OVCAR-3: 103; DU-145: 104; SF-539: 103; U251: 88; SNB-19: 100; OVCAR-8: 102; PC-3: 110

How did CC/C(=C\c1ccc(OC)c(OC)c1)c1nc2ccccc2c(=O)[nH]1 do in these assays?
SF-295: 78; SF-268: 106; OVCAR-3: 110; DU-145: 125; SF-539: 102; U251: 100; SNB-19: 100; OVCAR-8: 115; PC-3: 44

Results for O=C1C=CC(=Nc2ccc3c(c2)C(=O)c2ccccc2-3)O1 ?
SF-295: 127; SF-268: 108; OVCAR-3: 110; DU-145: 114; SF-539: 101; U251: 107; SNB-19: 95; OVCAR-8: 101; PC-3: 89

Results for Cn1c(=O)c2c(nc(N3CCCC3)n2C)n(C)c1=O ?
SF-295: 102; SF-268: 97; OVCAR-3: 110; DU-145: 105; SF-539: 101; U251: 88; SNB-19: 106; OVCAR-8: 100; PC-3: 91

How did CCc1cc(C(C)(C)C)c(O)c(C(C)(C)C)c1 do in these assays?
SF-268: 97; OVCAR-3: 106; DU-145: 106; SF-539: 110; U251: 102; SNB-19: 106; OVCAR-8: 91; PC-3: 107

How did C=CC(C)(C)[N+](C)(C)C do in these assays?
SF-295: 97; SF-268: 101; OVCAR-3: 115; DU-145: 107; SF-539: 105; U251: 95; SNB-19: 95; OVCAR-8: 110; PC-3: 101
